dFosB activator = activators of mouse delta FosB homodimer; purified delta FosB, TAMRA-CDK5 oligo fluorescence polarization; percent of positive-control signal above neutral wells; P13346; actives 0.99% (n = 340,000); activation, % at 25 µM;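 active = mean activation above about 17%, with every replicate also reaching it, limit read from the data, passing the limit was not always enough; inconclusive = only one of the two conditions met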;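 also: fluorescence polarization rise as delta FosB binds a TAMRA Cdk5 AP-1 oligo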
Target sequence (P13346 whole entry, looked up): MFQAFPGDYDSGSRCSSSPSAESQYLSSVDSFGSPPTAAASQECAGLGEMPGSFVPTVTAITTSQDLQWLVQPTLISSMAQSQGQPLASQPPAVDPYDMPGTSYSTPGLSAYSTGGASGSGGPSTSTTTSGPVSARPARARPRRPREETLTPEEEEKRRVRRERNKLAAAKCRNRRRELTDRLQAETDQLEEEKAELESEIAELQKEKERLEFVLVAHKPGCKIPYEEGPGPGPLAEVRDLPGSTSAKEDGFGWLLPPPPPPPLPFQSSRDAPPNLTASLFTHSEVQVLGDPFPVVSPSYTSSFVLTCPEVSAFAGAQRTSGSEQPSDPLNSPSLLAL
Wnt bcat act = activates Wnt/beta-catenin signaling in a reporter cell assay. activator, plate reader. activation, % at 9.35 µM. actives 1.2% (n = 300,000); in the data active = activation above about 30%, passing the limit was not always enough; inconclusive = no clear call, values can overlap the other calls;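 also: 0% = neutral control wells and 100% = positive control wells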
MITF act = MITF TRPM1 promoter activation in melanoma cells; SK-MEL-5 TRPM1-promoter luciferase, 24 h; % of positive control, neutral wells = 0; activation, % at 12.5 µM; actives 0.75% (n = 300,000); AID 588334;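 active = mean activation of at least 80% with every replicate also reaching 80%; inconclusive = mean reaches 80% but some replicate falls short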;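 also: 0% = neutral control wells and 100% = parthenolide positive control wells; values of inactives mirror those of a sister screen read the other way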
V-ATPase pH = yeast V-ATPase proton transport regulation by pHLuorin; S. cerevisiae, pHLuorin cytosolic pH fluorescence; response, % at 10 µM; actives 0.37% (n = 350,000); in the data active = response mostly above about 7.3%, no sharp cut-off; inactive = mostly below about 5.4%; also: actives read high; inactives centre near 0; some compounds called inactive have numbers as strong as hits
CAL PDZ FP-1 = CAL PDZ (human) peptide binding inhibition; AID 602252; purified CAL PDZ, TMR-peptide fluorescence polarization, 1 h; actives 0.92% (n = 300,000); inhibition, % at 24.9 µM;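 active = mean inhibition of at least 30% with at least half of replicates also reaching 30%; inconclusive = no clear call, values can overlap the other calls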;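 also: 0% = DMSO neutral control and 100% = excess unlabeled competitor peptide PRC23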
CAL PDZ FP-2 = blocks peptide binding to human CAL PDZ domain. Q9HD26. inhibition, % at 20 µM. actives 0.02% (n = 330,000). AID 504414. purified CAL PDZ, TMR-peptide fluorescence polarization, 1 h;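 active = highest replicate inhibition of at least 40%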;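 also: plate controls were DMSO neutral control wells for no effect and unlabeled competitor peptide control wells for full effect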
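Test system: tagged CAL PDZ domain / Buffer or medium: sodium phosphate/NaCl buffer pH 7.4 with TCEP, IgG, Thesit / Reagent: TMR-labelled reporter peptide T*-PRC34 bound in PDZ groove / Compound dosing: single point, 20 µM / Schedule: 1 h incubation at room temperature before polarization reading / Technique: fluorescence polarization (mP) / Benchmarks: unlabelled peptide, DMSO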
Tat export inh = inhibitors of E. coli Tat protein transport. E. coli MC4100 TorA-mCherry Tat export, fluorescence. inhibition, % at 10 µM. actives 0.036% (n = 340,000);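 active = mean replicate inhibition at least 50% and at least half of replicates individually reaching 50%; inconclusive = only one of the two criteria met; inactive = neither criterion met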;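 also: exported cargo escapes ClpAP degradation while cytoplasmic cargo is degraded and loses fluorescence; 0% = median of neutral control wells and 100% = median of NaSCN control wells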
CDK5 inh = CDK5/p35 (human) kinase inhibition. Q00535+Q15078. Recombinant CDK5/p35, ADP-Glo luminescence, 60 min. inhibition, % at 10 µM. actives 0.01% (n = 330,000). AID 488839;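 active = highest replicate inhibition of at least 50% and at least 75% of replicates reaching 50%; inconclusive = only one of the two criteria met; inactive = both criteria failed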;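 also: plate controls were DMSO neutral control for no effect and GW8510 at 10 µM for full effect; many of its hits are not listed in these tables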
Rtt109 Vps75 = blocks Candida albicans Rtt109/Vps75 acetyltransferase activity. Q5AAJ8. purified Rtt109/Vps75, ThioGlo CoA-SH fluorescence, 4 h. inhibition, % at 34.9 µM. actives 0.16% (n = 330,000). AID 540336;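 active = inhibition of at least 50% in every replicate; inconclusive = best replicate reaches 50% inhibition but some replicates fall short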
Target sequence (Q5AAJ8 whole entry, looked up): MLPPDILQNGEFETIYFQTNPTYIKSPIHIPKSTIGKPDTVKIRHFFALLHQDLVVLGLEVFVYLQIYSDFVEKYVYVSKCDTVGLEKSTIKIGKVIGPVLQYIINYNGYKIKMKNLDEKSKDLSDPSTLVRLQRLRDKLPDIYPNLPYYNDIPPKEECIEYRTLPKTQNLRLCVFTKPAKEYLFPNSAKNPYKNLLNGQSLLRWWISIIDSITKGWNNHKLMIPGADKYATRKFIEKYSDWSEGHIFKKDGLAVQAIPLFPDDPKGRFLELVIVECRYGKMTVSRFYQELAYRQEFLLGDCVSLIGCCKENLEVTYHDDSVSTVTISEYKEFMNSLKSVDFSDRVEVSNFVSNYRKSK
RTF Ca sens act = cardiac RTF calcium sensitization. P19429+P45379. AID 493008. activation, % at 7.2 µM. IANBD-labeled TnC RTF fluorescence at EC20 calcium; 0% EC20 calcium, 100% full calcium. actives 0.24% (n = 340,000);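 active = activation above the mean over all tested compounds plus 3 SD, cut at about 30% in these data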;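 also: rise in fluorescence read as greater calcium sensitivity of cardiac thin filaments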
Active calls of the source: *; i = inactive; ? = inconclusive; . = not tested or not shown.

cpd	SMILES	dFosB activator	Wnt bcat act	MITF act	V-ATPase pH	CAL PDZ FP-1	CAL PDZ FP-2	Tat export inh	CDK5 inh	Rtt109 Vps75	RTF Ca sens act
1	COc1ccccc1N(CC(=O)NC(C)C)S(=O)(=O)c1cccs1	3	.	5	3	-3	-0.2	1	-1.1	-5	-2
2	Cc1ccc(C(C)(C)NC(=O)C2CCC(=O)N(CCCN3CCOCC3)C2)cc1 (stereo unspecified)	-7	1	-6	4	-5	-0.5	-3	0.4	4	-4
3	Cc1ccc(S(=O)(=O)NNC(=O)CC#N)cc1	-5	-1	3	-1	0	-1.7	-5	-0.4	7	-13
4	CC(C)CC1Nc2ncnc(N3CCN(c4ccccc4)CC3)c2N(Cc2ccccc2)C1=O (stereo unspecified)	2	-3	0	-1	2	-1.7	-1	-0.2	0	-2
5	CCOc1ccc(OCCOCCNCCOC)cc1	2	.	16	0	0	0.7	-13	.	0	-4
6	CC(C)NC(=S)Nc1ccc(S(=O)(=O)Nc2ncccn2)cc1	-5	-1	-6	-4	.	-2.2	-3	1.7	2	6
7	Nc1nc2c(nc(N3CCCCC3)n2[C@@H]2O[C@H](CO)[C@@H](O)[C@H]2O)c(=O)[nH]1	-2	1	-3	1	-5	0.3	-3	0.8	17	-1
8	O=C(CCC(NC(=O)OCc1ccccc1)C(=O)OCC(=O)N1CCCCC1)OCC(=O)N1CCCCC1 (stereo unspecified)	-4	.	3	-1	.	-0.1	2	0.1	-8	2
9	Cc1ccc(NC(=S)NCc2ccc3c(c2)OCO3)c(C)c1	-6	.	5	3	-2	-2.6	3	-3.2	10	-2
10	O=C1Nc2ccc(Br)cc2/C1=C/C(=O)c1ccccc1	-10	-9	.	-3	-3	-0.4	3	-0.9	-2	-1
11	CCOC(=O)N1CCN(C(=O)c2cc(-c3ccc(OCC)cc3)nc3ccccc23)CC1	-16	.	9	2	-6	-2.0	2	-0.7	8	1
12	COc1ccc(C(=O)C2CCCN(C(=O)C3CCOCC3)C2)cc1OC (stereo unspecified)	-2	0	5	1	2	-2.3	17	.	9	-1
13	Cc1cccc(C)c1Nc1c(-c2ccccn2)nc2ccccn12	4	0	-41	1	-7	-0.4	-9	-5.6	-6	1
14	CCc1cc2c(NCC3CCCO3)nc(C)nc2s1 (stereo unspecified)	5	.	-7	2	-3	-0.5	1	1.4	-6	-1
15	CCN(C(=O)CCS(=O)(=O)c1cccc2nonc12)c1ccc(C)c(C)c1	3	0	-8	5	-1	-1.7	-1	1.9	4	-4
16	O=C(CCS(=O)(=O)c1ccccc1)Nc1ccc(-c2nc3ccccc3s2)c(O)c1	-4	0	46	-11	-1	-0.4	-15	1.7	-36	-2
17	C[C@H](CO)N1C[C@H](C)[C@@H](CN(C)C(=O)Nc2ccc(C(F)(F)F)cc2)Oc2c(NC(=O)C3CCCCC3)cccc2C1=O	-4	-2	3	1	8	-0.2	2	-0.3	10	-7
18	Cc1ccc(C(=O)N=c2sccn2C)cc1C	-7	?	79	3	-1	-2.1	-4	0.1	1	-5
19	CCN1C=C(C(C)=O)C(=O)CC1	-3	-2	2	4	-2	0.7	-5	0.4	9	2
20	CC(=O)Nc1ccc(NC(=O)C2CCN(S(=O)(=O)c3cccc4nonc34)CC2)cc1	7	.	6	2	-3	-2.4	5	0.8	4	8

Full records from above. Order of screens: dFosB activator	Wnt bcat act	MITF act	V-ATPase pH	CAL PDZ FP-1	CAL PDZ FP-2	Tat export inh	CDK5 inh	Rtt109 Vps75	RTF Ca sens act
Profile of O=C(CCC(NC(=O)OCc1ccccc1)C(=O)OCC(=O)N1CCCCC1)OCC(=O)N1CCCCC1 (stereo unspecified) : -4	.	3	-1	.	-0.1	2	0.1	-8	2
Profile of C[C@H](CO)N1C[C@H](C)[C@@H](CN(C)C(=O)Nc2ccc(C(F)(F)F)cc2)Oc2c(NC(=O)C3CCCCC3)cccc2C1=O : -4	-2	3	1	8	-0.2	2	-0.3	10	-7
Profile of CCN(C(=O)CCS(=O)(=O)c1cccc2nonc12)c1ccc(C)c(C)c1 : 3	0	-8	5	-1	-1.7	-1	1.9	4	-4
Profile of CC(=O)Nc1ccc(NC(=O)C2CCN(S(=O)(=O)c3cccc4nonc34)CC2)cc1 : 7	.	6	2	-3	-2.4	5	0.8	4	8
Profile of Cc1ccc(C(=O)N=c2sccn2C)cc1C : -7	?	79	3	-1	-2.1	-4	0.1	1	-5

Remaining list, next part
cpd	SMILES	dFosB activator	Wnt bcat act	MITF act	V-ATPase pH	CAL PDZ FP-1	CAL PDZ FP-2	Tat export inh	CDK5 inh	Rtt109 Vps75	RTF Ca sens act
21	NNC(=O)c1nc(-c2ccccc2)n2c1CCCCC2	-8	7	-2	-3	-4	-1.5	-3	-2.5	-3	3
22	N[C@@H](Cc1cc(I)c(O)c(I)c1)C(=O)O	0	3	-4	-3	-2	-0.5	-6	-0.8	24	-1
23	Cc1cccn2c(=O)nc(SCC(=O)NC3CCCC3)nc12	-2	2	-5	-2	-3	0.0	4	-1.9	-5	5
24	O=C(CSc1ncnc2ccccc12)Nc1cccc(S(=O)(=O)N2CCOCC2)c1	-20	-4	-1	-2	-5	.	12	1.7	-5	-12
25	O=C(COC(=O)c1cnc(Cl)c(Cl)c1)NCc1cccs1	-1	-7	-8	3	4	.	-11	-2.4	-2	-1
26	O=C(Cc1coc2ccc3ccccc3c12)NCc1ccccc1	-7	1	9	12	-3	-0.2	2	1.0	7	0
27	CC(C)CCSc1nc(N)c(C#N)cc1C#N	0	.	18	-3	.	-1.0	2	-0.7	-4	4
28	O=C(Nc1cccnc1)c1ccccc1Oc1ccccc1	-5	.	-14	1	.	0.0	4	-1.3	1	1
29	CCCc1[nH]n(-c2ccc(F)cc2)c(=O)c1C=Nc1cccc(F)c1	8	.	-17	-1	-1	0.9	-1	-1.0	-1	1
30	COC(=O)CC(NS(=O)(=O)c1cccs1)c1cccc2ccccc12 (stereo unspecified)	-4	3	.	-2	-1	-2.6	9	-0.2	5	6
31	CN(C)c1ccc(C=NCC2COc3ccccc3O2)cc1 (stereo unspecified)	7	5	3	3	-6	0.1	0	-1.5	-3	1
32	COCCNC(=S)N/N=C(\C)c1ccccc1O	-1	8	2	0	.	-1.3	11	1.5	9	5
33	C=CCOc1ccccc1/C=N/O	-11	.	18	-1	.	-1.5	5	-0.3	-3	-3
34	CCCCOC(=O)CSc1n[nH]c(=O)[nH]c1=O	4	0	5	1	.	0.3	1	0.1	5	-3
35	COc1ccc([N+](=O)[O-])cc1NC(=O)CSc1nncn1-c1ccccc1	-8	-2	-4	0	-6	-3.7	0	-0.4	-13	-8
36	Cc1nc2ccc(NC(=O)N(C)c3ccccc3)cc2s1	-6	.	9	-3	8	-3.1	0	1.2	.	1
37	CCOC(=O)c1cc2c(c(CCO)n1)[C@H](CCO)N(S(=O)C(C)(C)C)C2 (stereo partly specified)	0	-1	-1	0	-3	-0.3	-10	-1.3	-5	-7
38	C#CCOc1c(Cl)cc(C2C3=C(CCCC3=O)N(CC(=O)O)C3=C2C(=O)CCC3)cc1OC	-8	0	4	1	0	12	3	-0.6	i	-3
39	O=C(COC(=O)c1ccco1)Nc1nc2ccccc2s1	-7	3	.	-2	-4	-4.0	-2	-0.3	-1	-1
40	O=C(Nc1cc(C(F)(F)F)ccc1N1CCOCC1)c1ccccc1F	-1	0	-1	1	-4	-0.9	-7	1.4	5	6
41	Cc1ccc([N+](=O)[O-])cc1S(=O)(=O)Nc1cccc(S(=O)(=O)Nc2ccccc2C(=O)O)c1	1	-3	1	-2	.	-1.6	-3	0.0	-1	-4
42	CC(C)OCCCN(C)C1CCN(S(=O)(=O)c2ccc(-c3ccc(=O)[nH]n3)s2)CC1	-14	-3	22	-1	3	-2.2	-4	0.5	18	-4
43	COc1ccc(-c2nc(CN(C)C(C)c3ccon3)c(C)o2)c(C)c1C (stereo unspecified)	-7	-1	-2	-2	3	-0.5	2	-1.9	-2	0
44	CCc1nnc(NC(=O)CSc2nncc(=O)n2N)s1	-11	2	-7	-6	-2	-2.6	-7	-0.7	3	0
45	O=c1c(Cc2ccc(Cl)cc2)c(O)ccn1Cc1cccs1	-7	-1	0	1	0	-2.7	5	-0.4	5	1
46	COc1ccc(NC(=O)CCN2CCN(S(=O)(=O)c3ccc(Cl)cc3)CC2)cc1	-11	-3	-8	4	-2	-2.2	2	-0.8	3	2
47	O=C(c1cn2ccccc2n1)N1CCc2c([nH]c3ccccc23)C1c1ccccn1 (stereo unspecified)	-12	-4	2	0	-3	-2.3	-2	-4.1	-2	2
48	COc1ccccc1N1CCN(S(=O)(=O)c2ccc3c(c2)NC(=O)CS3)CC1	-6	-1	-17	0	1	-3.3	1	2.2	8	-5
49	CCn1c(/C=N/n2cnnc2)nc2ccccc21	-4	-4	1	-3	2	-1.4	3	-1.1	36	1
50	CCN(C(=O)c1ccco1)c1nc(CC(=O)Nc2ccc(Cl)cc2)cs1	-7	0	-4	-3	-1	-1.9	0	-0.4	7	-4
51	Cc1ccc(NC(=O)c2ccccn2)cc1S(=O)(=O)N1CCOCC1	0	0	-14	-3	-3	-2.6	-4	0.8	-20	1
